High-throughput results (PubChem BioAssay)
GSIS activator – GLuc luminescence reporter in INS-1E cells, primary screen for activators of glucose-dependent secretion of insulin. INS-1E GLuc reporter insulin secretion, 2-3 h. activation, % at 16.6 µM. hit rate 0.61% among 370,000. AID 743287;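 active = lowest replicate activation of at least 40%, so every replicate reaches that level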;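 also: 0% = median of neutral control wells and 100% = median of IBMX positive control wells; some compounds called inactive have numbers as strong as hits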
RAD54 inh – RAD54 (human) branch migration inhibition | RAD54 Holliday junction branch migration, FAM/BHQ fluorescence | inhibition, % at 10.4 µM | hit rate 0.14% among 360,000 | Q92698;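 active = mean normalized replicate activity at least 40 and at least half of replicates scoring 40 or more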;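 also: 0% = median of neutral control wells and 100% = median of positive control wells; inhibitors cause a drop in the FAM fluorescence signal; in these data hits start at about 50%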
esBAF inh – SWI/SNF esBAF complex inhibition; reporter increase, % at 12.5 µM; mouse ES cells, Bmi1-luciferase knock-in reporter, 24 h; 100% = twice the neutral-well signal; AID 602393; hit rate 2% among 350,000; in the data active = activation above about 40%;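 also: 0% = median of the plate's neutral control wells and 100% = double that signal; a rise in the Bmi1 reporter signal indicates esBAF inhibition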
ERAP1 inh – inhibitors of human ERAP1 aminopeptidase; Q9NZ08; recombinant ERAP1, Leu-AMC fluorescence, 60 min; inhibition, % at 10.7 µM; hit rate 0.15% among 340,000; AID 652197;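 active = mean replicate inhibition of at least 30%, or all replicates individually reaching that 30% level; inactive = mean below 30% and not every replicate reaching it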;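 also: 0% = neutral control wells and 100% = L-leucinethiol positive control wells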
Target sequence (Q9NZ08 whole entry, looked up): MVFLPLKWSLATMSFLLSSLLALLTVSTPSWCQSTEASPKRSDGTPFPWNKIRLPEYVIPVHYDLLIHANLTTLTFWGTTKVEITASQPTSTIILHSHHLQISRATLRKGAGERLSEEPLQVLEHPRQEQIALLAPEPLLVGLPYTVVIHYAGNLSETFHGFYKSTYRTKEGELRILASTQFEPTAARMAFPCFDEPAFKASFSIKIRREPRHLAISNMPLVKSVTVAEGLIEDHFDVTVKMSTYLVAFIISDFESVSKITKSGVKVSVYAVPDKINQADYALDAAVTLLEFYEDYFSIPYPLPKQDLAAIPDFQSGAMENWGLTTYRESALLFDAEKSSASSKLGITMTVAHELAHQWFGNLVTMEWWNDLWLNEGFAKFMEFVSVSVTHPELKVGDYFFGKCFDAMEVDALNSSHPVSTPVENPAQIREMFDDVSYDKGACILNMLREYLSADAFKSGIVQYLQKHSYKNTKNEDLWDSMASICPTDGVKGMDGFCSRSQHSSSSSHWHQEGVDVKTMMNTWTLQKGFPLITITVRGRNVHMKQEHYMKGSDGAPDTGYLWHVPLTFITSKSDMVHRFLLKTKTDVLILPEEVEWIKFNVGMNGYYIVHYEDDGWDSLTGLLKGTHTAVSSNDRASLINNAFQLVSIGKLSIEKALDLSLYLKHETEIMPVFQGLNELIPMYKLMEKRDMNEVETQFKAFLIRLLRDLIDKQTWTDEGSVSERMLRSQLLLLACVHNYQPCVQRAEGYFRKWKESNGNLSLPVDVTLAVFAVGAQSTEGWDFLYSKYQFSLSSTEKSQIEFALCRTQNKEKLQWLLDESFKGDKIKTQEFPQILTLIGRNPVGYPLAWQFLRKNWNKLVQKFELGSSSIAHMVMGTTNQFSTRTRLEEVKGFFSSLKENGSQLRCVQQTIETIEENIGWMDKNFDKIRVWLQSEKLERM
XiGFP reactiv – reactivates the inactive X chromosome in mouse fibroblasts; XiGFP mouse fibroblasts, % GFP-positive cells imaging, 3 d; cells co-treated with 5-aza-dC sensitizer; scaled so ellipticine positive control = 100%; activation, % at 7.58 µM; hit rate 0.055% among 360,000;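 active = mean normalized replicate activation at least 10% and every replicate at or above 10%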;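 also: 0% = median of on-plate neutral control wells and 100% = ellipticine 6 µM median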
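System: 68-5-11 XiGFP fibroblast line | Buffer or medium: DMEM containing 5-aza-dC | Compound: Single point | Times: Compounds 3 days, fix/stain 15 min at room temperature | Benchmarks: Positive control ellipticine, 6 µM final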
CFTR F508del cor – CFTR F508del correction in bronchial cells | CFBE cells, YFP halide quenching; stimulated with forskolin plus potentiator P3; % fluorescence drop versus neutral controls | activity (quench increase), % at 7.58 µM | hit rate 0.36% among 350,000;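 active = mean added fluorescence quench of at least 8% versus neutral control, with both replicates also reaching 8%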;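 also: cells transiently co-express mutant CFTR-F508del with the halide-sensitive YFP; corrector assay measuring rescue of mutant channel to the surface after 24 h compound exposure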
ARNT-TACC3 inh – disrupts binding between human ARNT and TACC3; Q9Y6A5; AlphaScreen His-ARNT PAS-B/GST-TACC3 binding, luminescence; TACC3 fragment carries E629A point mutation; inhibition, % at 9.99 µM; hit rate 0.66% among 390,000; AID 623870;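 active = mean inhibition of replicates at least 50% and at least half of replicates each reaching 50%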;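 also: 0% = complete ARNT plus TACC3 wells and 100% = ARNT alone without TACC3; many hits fall short of the cut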
RAD52 anneal inh – RAD52 (human) annealing inhibition; hit rate 0.46% among 360,000; recombinant RAD52 DNA annealing, FRET fluorescence; AID 651710; inhibition, % at 18.7 µM; P43351;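 active = every replicate showing at least 50% inhibition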
* hit, by the source's call; . = not tested or not shown; & = joins results of further samples.

(1) Cc1cc(/C=C(\C#N)C(=O)O)c(C)n1CC(C)C
(2) Cc1ccc(NC(=O)CSc2ccccc2NC(=O)c2ccccc2)cc1Cl
(3) CCCC#Cc1cnc2c(c1)C(=O)N([C@@H](C)CO)C[C@H](C)[C@@H](CN(C)C(=O)Nc1ccccc1F)O2
(4) N#Cc1ccc[n+](CC(=O)c2ccc(Cl)cc2)c1
(5) CCCN(C)C[C@H]1Oc2ncc(Br)cc2C(=O)N([C@@H](C)CO)C[C@@H]1C
(6) O=C1CC(N2CCN(c3ccccc3)CC2)C(=O)N1c1cccc(Cl)c1 (configuration not stated)
(7) Cc1cc(C)n(C(=O)Cn2nc([N+](=O)[O-])cc2C)n1
(8) C[C@@H]1CN([C@H](C)CO)C(=O)Cc2cc(NC(=O)Nc3ccccc3)ccc2O[C@H]1CN(C)C(=O)Nc1ccc(F)cc1
Assay by compound	1	2	3	4	5	6	7	8
GSIS activator	-21	18	-7	14	1&16	5	21	-2
RAD54 inh	.	6	6	-2	-5&-1&5	8	.	9
esBAF inh	.	-8	-3	-3	-5&-2&-4	2	.	1
ERAP1 inh	10	-2	0	-1	0&1&0	-1	7	4
XiGFP reactiv	0.0	0.0	0.1	0.0	0.1&0.0	-0.1	0.4	-1.3
CFTR F508del cor	.	.	1.2	-2.4	0.2&1.1&-1.6	-0.3	.	-2.0
ARNT-TACC3 inh	3	-1	-1	-2	-14&-16	-5	-2	-7
RAD52 anneal inh	-16	-12	-1	-78	-7&5&8	-9	-14	-9

(9) Cc1ccc(C2(C)NC(=O)N(CC(=O)NC3CCCCC3)C2=O)cc1 (configuration not stated)
(10) Cc1ccc(C(=O)NC2CCS(=O)(=O)C2)cc1S(=O)(=O)N1CCCCC1 (configuration not stated)
(11) CCOc1ccc(CCNC(=O)c2cc(C)on2)cc1OCC
(12) C[C@@H]1CN([C@H](C)CO)C(=O)c2cc(C3=CCCC3)cnc2O[C@H]1CN(C)C(=O)CN1CCOCC1
(13) CC(O)CNc1nc2c(c(=O)n(Cc3cccc(Cl)c3)c(=O)n2C)n1C (configuration not stated)
(14) COc1ccc(NC(=O)Nc2cccc3c2O[C@@H](CN(C)C(=O)Nc2c(C)noc2C)[C@@H](C)CN([C@@H](C)CO)C3=O)cc1
(15) c1cc(CN2CCCCC2)cc(OCCCNc2nc3ccccc3s2)c1
(16) CCCCCNS(=O)(=O)c1cc2c3c(c1)CCC(=O)N3CCC2
Assay by compound	9	10	11	12	13	14	15	16
GSIS activator	-3	-15	55*	7	8	14	2	-2
RAD54 inh	23	-8	3	-1	4	8	9	-10
esBAF inh	.	4	4	-2	4	10	-1	6
ERAP1 inh	2	-1	0	1	4	1	-3	1
XiGFP reactiv	0.0	.	0.0	0.1	0.1	0.0	-0.1	0.0
CFTR F508del cor	0.9	.	1.0	-0.9	-3.6	-2.7	-0.4	4.6
ARNT-TACC3 inh	1	9	-2	-5	-3	-5	1	2
RAD52 anneal inh	-4	-9	-6	6	-2	-13	22	-9

(17) OCCN1CCN(CC(O)COc2ccc(C34CC5CC(CC(C5)C3)C4)cc2)CC1 (configuration not stated)
(18) COc1ccccc1NC(=O)N[C@@H]1CC[C@@H](CC(=O)N2CCC(Cc3ccccc3)CC2)O[C@H]1CO
(19) CCCC(NC(=S)NCC1CCCO1)C12CC3CC(CC(C3)C1)C2 (configuration not stated)
(20) C[C@H]1NS(=O)(=O)c2cc(Cl)ccc2O[C@@H]1c1ccccc1
(21) COc1ccc(NC(=O)Nc2ccc3c(c2)C(=O)N([C@@H](C)CO)C[C@H](C)[C@@H](CN(C)C(=O)Nc2ccc(C(F)(F)F)cc2)OCCCC[C@H](C)O3)cc1
(22) CC(=O)O[C@H]1CC[C@@]2(C)C(=CC[C@H]3[C@@H]4CC[C@H](C(C)=O)[C@@]4(C)CC[C@@H]32)C1
(23) COP(=O)(OC)c1nc(-c2ccc([N+](=O)[O-])cc2)oc1N1CCCCC1
(24) CCOC(=O)CCc1c(C)c2ccc(OC3CCCCC3=O)cc2oc1=O (configuration not stated)
Assay by compound	17	18	19	20	21	22	23	24
GSIS activator	90*	-18	-19	30	5	.	4	.
RAD54 inh	.	3	.	7	5	3	-11	-4
esBAF inh	.	-13	.	1	0	2	-2	11
ERAP1 inh	8	2	-2	.	-5	-2	4	-2
XiGFP reactiv	0.0	0.4	0.0	0.0	-0.8	0.0	0.0	0.0
CFTR F508del cor	-13	-2.7	2.5	-4.5	-0.8	-3.7	-0.9	-0.9
ARNT-TACC3 inh	4	3	5	.	13	-2	-3	2
RAD52 anneal inh	57*	-3	0	-17	-6	-9	-10	-12

(25) COC(=O)C1CCN(S(=O)(=O)CCNC(=O)c2ccc(F)cc2)CC1
(26) CCc1ccc(/C=C2\Oc3c(ccc(O)c3CN3CCN(C)CC3)C2=O)cc1
(27) COc1ccc(S(=O)(=O)N2CCCCCC2)cc1C(=O)Nc1cccc(C)n1
(28) CC1(C(=O)NS(=O)(=O)c2cccc(Cl)c2)CCN1C(=O)C1(c2ccc(Cl)cc2)CC1 (configuration not stated)
(29) Cc1ccc(S(=O)(=O)N2CCN(C(=O)COC(=O)/C=C/c3ccc(OC(F)F)cc3)CC2)cc1
(30) CC(C)Cc1ccc(S(=O)(=O)N2CCN(C(=O)c3ccco3)CC2)cc1
(31) CCC1=NN(C(=O)Cc2ccc([N+](=O)[O-])cc2)C(O)(C(C)(C)C)C1 (configuration not stated)
(32) O=C(CSc1nc2ccccc2[nH]1)NCc1ccco1
Assay by compound	25	26	27	28	29	30	31	32
GSIS activator	1	-22	18	18	-2	-11	-9	-2
RAD54 inh	7	.	0	3	-5	-3	.	4
esBAF inh	.	.	9	4	2	6	.	7
ERAP1 inh	1	5	-2	18	-3	.	-1	0
XiGFP reactiv	0.1	-0.3	0.0	0.1	0.2	.	0.0	.
CFTR F508del cor	1.9	-0.6	0.4	0.6	1.6	.	3.0	-2.9
ARNT-TACC3 inh	-2	2	.	.	5	-2	1	-3
RAD52 anneal inh	-11	-60	-10	-7	-3	.	-14	-16

(33) COc1cc(NC(=O)Cc2ccccc2)ccc1NC(=O)c1ccccc1
(34) Cc1noc(C)c1NC(=O)N(C)C[C@@H]1OCCCC[C@@H](C)Oc2ccc(NC(=O)C3CCCCC3)cc2C(=O)N([C@@H](C)CO)C[C@@H]1C
(35) COc1ccc(NC(=O)N(C)C[C@H]2Oc3ccc(NS(=O)(=O)c4c(C)noc4C)cc3C(=O)N([C@@H](C)CO)C[C@H]2C)cc1
(36) CCCCN1CC(N2CCN(CCO)CC2)CS1(=O)=O (configuration not stated)
(37) COC(=O)C[C@H]1C[C@@H]2c3cc(NS(C)(=O)=O)ccc3O[C@@H]2[C@H](CO)O1
(38) Cc1cc(C)nc(/N=C(\N)N2CCCCCC2)n1
(39) Cc1ccc(S(=O)(=O)NCC(=O)NNC(=O)c2ccccc2Cl)cc1C
(40) O=C(Cn1nnc(-c2ccccc2)n1)Nc1cccc(S(=O)(=O)N2CCCC2)c1
Assay by compound	33	34	35	36	37	38	39	40
GSIS activator	8	6	-1	27	9	16	-5	-8
RAD54 inh	-6	-3	5	-8	0	1	-18	-4
esBAF inh	11	-3	4	1	0	4	-3	.
ERAP1 inh	0	2	1	.	0	3	2	1
XiGFP reactiv	0.2	0.2	0.1	0.2	0.0	0.0	0.0	0.0
CFTR F508del cor	-0.6	-0.9	1.6	2.5	0.3	2.3	-2.7	2.4
ARNT-TACC3 inh	-18	9	1	.	-4	3	1	-4
RAD52 anneal inh	-10	5	1	2	1	-8	-4	-13

(41) O=C(Nc1cccn2ncnc12)c1cccc(C(F)(F)F)c1
(42) COc1ccc(/C=C2/CCCc3ccccc3C2=O)cc1
(43) COc1ccc(-c2cnc(N)n2C)cc1
(44) CCOC(=O)c1cnc(SCC(=O)Nc2ccc(N3CCOCC3)c(Cl)c2)nc1N
(45) Fc1ccccc1C1CCN(Cc2nc(COc3ccccc3)no2)C1 (configuration not stated)
(46) COc1cccc(OCCn2cccc2/C=C2/C(=N)N3OC(C)=CC3=NC2=O)c1
(47) COCCn1c(SCC(=O)N2CCCC2=O)nnc1-c1ccncc1
(48) COCC(=O)N1CC(=O)N2[C@@H](CO)[C@H](c3ccc(C#CC4CC4)cc3)[C@@H]2C1
Assay by compound	41	42	43	44	45	46	47	48
GSIS activator	-1	-3	-2	-13	-38	15	-3	11
RAD54 inh	-4	.	14	13	-4	5	-17	.
esBAF inh	12	24	2	-8	-5	-2	0	.
ERAP1 inh	0	1	-2	.	0	10	1	-5
XiGFP reactiv	0.0	1.8	0.0	.	-0.3	0.3	0.1	0.0
CFTR F508del cor	1.1	14*	-2.6	.	1.6	.	-0.4	5.3
ARNT-TACC3 inh	-5	12	69*	-15	-3	1	.	.
RAD52 anneal inh	-9	-7	-16	.	-23	-9	-10	-8

(49) C[C@@H]1CN([C@@H](C)CO)S(=O)(=O)c2ccc(C#CC(C)(C)O)cc2O[C@H]1CN(C)C(=O)CN(C)C
(50) CN(CC(=O)Nc1cccc(F)c1)C(=O)CN1C(=O)C2CCCCC2C1=O (configuration not stated)
(51) CCOC(=O)C(=NC1CCCCC1)NNc1cccc(C(F)(F)F)c1
(52) COc1ccc(CN2CCN(Cc3ccc(C(F)(F)F)cc3)CC2)cc1
(53) O=C(CC1S/C(=N/N=C/c2ccco2)NC1=O)Nc1cccc(Cl)c1Cl (configuration not stated)
(54) CCS(=O)(=O)Nc1cccc(C2=NN(S(C)(=O)=O)C(c3cccs3)C2)c1 (configuration not stated)
(55) C[C@@H]1CN([C@H](C)CO)C(=O)c2cc(NC(=O)CCC(F)(F)F)ccc2O[C@H]1CN(C)S(=O)(=O)c1ccc(F)cc1
(56) O=C(CCN1CCCCC1)N[C@H]1C=C[C@@H](CC(=O)N2CCC(Cc3ccccc3)CC2)O[C@H]1CO
(57) O=C(Nc1cc(F)ccc1F)N1CCCCN2[C@H](CO)[C@@H](c3ccc(-c4cncnc4)cc3)[C@H]2C1
(58) COCCNC(=O)C[C@@H]1C[C@H]2c3cc(NC(=O)CC4CC4)ccc3O[C@H]2[C@H](CO)O1
(59) CC1CCCCC1NC(=O)CSC1=Nc2ccccc2C2CC=NN12 (configuration not stated)
Assay by compound	49	50	51	52	53	54	55	56	57	58	59
GSIS activator	10	8	-17	22	11	5	10	12	0	4	3
RAD54 inh	2	1	5	-5	.	-5	7	-15	1	6	.
esBAF inh	3	0	.	0	.	4	-4	-6	.	-5	-9
ERAP1 inh	2	-2	.	2	7	-3	0	-1	2	-3	-2
XiGFP reactiv	0.1	0.0	0.0	0.1	0.1	0.0	-0.1	-0.1	0.3	0.2	0.0
CFTR F508del cor	1.4	0.0	.	-3.7	-1.5	0.1	-1.9	-0.2	1.8	-0.2	1.5
ARNT-TACC3 inh	-3	1	-3	-5	-11	-3	0	-13	-16	-13	.
RAD52 anneal inh	5	0	.	-19	-1	-48	11	4	-8	-8	-4

Four records picked at random from the list so far, as already listed:
(45) Fc1ccccc1C1CCN(Cc2nc(COc3ccccc3)no2)C1 (configuration not stated)
(50) CN(CC(=O)Nc1cccc(F)c1)C(=O)CN1C(=O)C2CCCCC2C1=O (configuration not stated)
(34) Cc1noc(C)c1NC(=O)N(C)C[C@@H]1OCCCC[C@@H](C)Oc2ccc(NC(=O)C3CCCCC3)cc2C(=O)N([C@@H](C)CO)C[C@@H]1C
(58) COCCNC(=O)C[C@@H]1C[C@H]2c3cc(NC(=O)CC4CC4)ccc3O[C@H]2[C@H](CO)O1
Assay by compound	45	50	34	58
GSIS activator	-38	8	6	4
RAD54 inh	-4	1	-3	6
esBAF inh	-5	0	-3	-5
ERAP1 inh	0	-2	2	-3
XiGFP reactiv	-0.3	0.0	0.2	0.2
CFTR F508del cor	1.6	0.0	-0.9	-0.2
ARNT-TACC3 inh	-3	1	9	-13
RAD52 anneal inh	-23	0	5	-8
